Screens deposited in PubChem by National Center for Advancing Translational Sciences (NCATS).
MBNL1 CUG block: blocks human MBNL1 binding to CUG repeat RNA; TR-FRET MBNL1-His/biotin-(CUG)12 binding, 665/545 ratio; actives 0.036% (n = 280,000); Potency, µM (titrated, usually from 57.5 µM), for inactives: top-dose activity change, negative = inhibition, usual class: inhibitors; AID 2675; active = well fitted inhibition curve with a large enough effect in the signal ratio, with a control signal flat, not every such curve was filed as active; inconclusive = small, poorly fitted or top-dose-only effect, or effect the other way, or a change in a side signal; inactive = no such curve, though single readings can be large or run the other way; the % refers to the signal ratio; also: potency is read from the fitted curve at half-maximal effect; % is scaled to controls: 0 for no effect and ±100 for the full control effect
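MBNL1-His + Biotin-(CUG)12, cpd titration 92 nM–58 uM; Tb anti-His Ab 0.055 ng/ul, SA-XL665 5 nM (final); 60 min RT; ratiometric 665/545 nm, Ex 340 nm; normalized to buffer and full-complex controls.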
KCNH2 3.1 block: blocks the human KCNH2 3.1 channel isoform; U2OS KCNH2 3.1, thallium flux FluxOr; stronger effect = lower value; activity change, % (tested at about 1.8 µM); actives 0.95% (n = 340,000);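 active = maximum activity change below -70%; inconclusive = maximum activity change from -70% to -50%; inactive = maximum activity change above -50%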;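 also: thallium influx rate constant from kinetic fluorescence after stimulation buffer; % is scaled to controls: 0 for no effect and ±100 for the full control effect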
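Thallium flux via FluxOr fluorescence (Red40 quencher, 45 min loading) in U2OS cells virally expressing the KCNH2 3.1 isoform (1.77 x 10^8 /mL virus, overnight at 37 C). Rate constants from 2-min kinetic reads post-stimulation, normalised to positive and negative controls.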
AT treatment: candidate therapy for ataxia-telangiectasia. actives 0.19% (n = 320,000). […] A-T fibroblasts, KAP-1 phosphorylation AlphaLISA; neocarzinostatin DNA damage 30 min before lysis. AID 485349. Potency, µM (doses to about 57.5 µM), for inactives: at the highest dose activation, actives largely listed as activators; also: potency is read from the fitted curve at half-maximal effect; % of control where 0% means no effect; nearly all actives have a fitted effect of over 45% in size
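hTERT-immortalized A-T patient fibroblasts ([…]), 500 cells/well in OPTI-MEM, 1% FBS, got compounds for 60 min, then NCS for 30 min at 37C. Lysates were then assayed for phospho-KAP-1 by AlphaLISA (anti-pKAP1 donor, anti-KAP1 acceptor beads), 6 hr at 25C.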
Integrin act MD: integrin-mediated muscular dystrophy alleviation activation; alpha7betagal myoblasts, beta-gal FDG fluorescence, 48 h; Potency, µM (highest dose often 38.3 µM), for inactives: top-dose activation, most hits filed as activators; actives 0.064% (n = 350,000); AID 624291;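 also: potency is read from the fitted curve at half-maximal effect; 100% = response of the positive control SU9516; nearly all actives have a fitted effect of over 60% in size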
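Alpha7betagal+/- myoblasts (passage 13) were plated 16-24 hr, then exposed to compounds (1:260 dilution of DMSO stock) for 48 hours at 37C. After MPER lysis, β-galactosidase reporter activity was read as FDG fluorescence (ex 480/em 540) after 30 minutes.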
MLL CXXC-DNA inh: inhibitors of human MLL CXXC domain-DNA interaction | Q03164 | MLL-CXXC / FITC-HOXA9 DNA fluorescence polarization | Potency, µM (highest dose often 115 µM), inactives show top-dose activity change, negative = inhibition, hits mostly inhibitors | actives 0.037% (n = 290,000) | AID 2662; active = well fitted inhibition curve with a large enough effect in the polarisation, with a control signal flat, not every such curve was filed as active; inconclusive = small, poorly fitted or top-dose-only effect, or effect the other way, or a change in a side signal; inactive = no such curve, though single readings can be large or run the other way; the % refers to the polarisation; also: potency is read from the fitted curve at half-maximal effect
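Purified MLL-CXXC (added from a 7 uM solution) was preincubated 5 min at ambient with pinned compounds in 50 mM Tris-HCl pH 7.5, 50 mM NaCl, 1 mM DTT, 0.05% BSA. Fluorescein-labeled HOX-A9 DNA (50 nM solution) followed, 30 min, then polarization read.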
GALK inhibitor: galactokinase (human) inhibition | P51570 | Purified GALK, Kinase-Glo residual ATP luminescence | Potency, µM (titrated, usually from 57.5 µM), without a hit: at the highest dose activity change, negative = inhibition, usual class: inhibitors | actives 0.007% (n = 270,000); also: potency is read from the fitted curve at half-maximal effect; % is scaled to controls: 0 for no effect and ±100 for the full control effect
Target sequence (P51570 whole entry, looked up): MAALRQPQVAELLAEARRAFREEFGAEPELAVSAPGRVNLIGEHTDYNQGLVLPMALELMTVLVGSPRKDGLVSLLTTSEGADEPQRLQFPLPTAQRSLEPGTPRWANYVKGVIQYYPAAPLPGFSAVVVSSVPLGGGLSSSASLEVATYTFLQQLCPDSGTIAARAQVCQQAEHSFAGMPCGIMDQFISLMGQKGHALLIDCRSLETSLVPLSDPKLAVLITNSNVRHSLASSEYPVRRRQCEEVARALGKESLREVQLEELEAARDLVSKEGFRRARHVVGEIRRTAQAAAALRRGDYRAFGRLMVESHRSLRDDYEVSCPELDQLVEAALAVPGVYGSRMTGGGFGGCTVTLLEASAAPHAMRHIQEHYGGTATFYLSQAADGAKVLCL
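Quantitative HTS: GALK 5 nM, ATP 35 uM, galactose 100 uM, 1 h room temperature, then luciferase-based ATP detection.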
TRPV1 agonist: activates the human vanilloid receptor TRPV1. TRPV1-expressing cells, Fluo-8 calcium influx, agonist mode. activation, % at 8.33 µM. actives 0.19% (n = 320,000); in the data active = activation above about 80%; inconclusive = between about 30% and that limit; also: 0% is about no effect
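Cells expressing TRPV1 were dye-loaded with Fluo-8 and read kinetically: 10 s baseline, 3 min after compound (agonist portion), then 2 min after EC20 capsaicin (allosteric enhancer portion). Calcium-bound dye fluorescence at 480/520 nm.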
KCNH2 WT inh: KCNH2 (human, wildtype) channel inhibition; Q12809; U2OS, BacMam KCNH2, thallium flux FluxOr; stronger effect = lower value; activity change, % at 1.84 µM; actives 0.37% (n = 340,000);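 active = maximum activity change below -70%; inconclusive = maximum activity change between -70% and -50%; inactive = maximum activity change above -50%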; also: % is scaled to controls: 0 for no effect and ±100 for the full control effect
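U2OS cells transduced with wild-type KCNH2 virus are loaded with FluxOr dye for 45 min, and thallium flux is measured in kinetic reads before and after stimulation buffer. Rate constants are normalized to DMSO controls.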
FBPA coupling cs: coupling enzyme interference in Giardia aldolase counter-screen. coupling enzyme system counterscreen, AmpLite Red fluorescence. activity change, negative = inhibition, % at 58.2 µM, hits read low. actives 0.67% (n = 290,000). AID 2472; in the data active = activity change below about -30%; also: % is scaled to controls: 0 for no effect and ±100 for the full control effect
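Final compound at 57.5 uM, incubated 10 min at RT with coupling enzyme reagent (glyceraldehyde-3-phosphate), then 20 min with substrate and AmpLite Red detection. Fluorescence read at 525/598 nm; tests interference with the coupling assay, not aldolase inhibition.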
ASM inhibitor: human S-ASM enzyme inhibition | placental ASM, HMU-PC fluorogenic substrate, 60 min | Potency, µM (titrated, usually from 57.5 µM), for the others: at the highest dose activity change, negative = inhibition, most hits filed as inhibitors | actives 0.006% (n = 340,000) | AID 504937; also: potency is read from the fitted curve at half-maximal effect
Target sequence (P17405 47-631 limits assumed): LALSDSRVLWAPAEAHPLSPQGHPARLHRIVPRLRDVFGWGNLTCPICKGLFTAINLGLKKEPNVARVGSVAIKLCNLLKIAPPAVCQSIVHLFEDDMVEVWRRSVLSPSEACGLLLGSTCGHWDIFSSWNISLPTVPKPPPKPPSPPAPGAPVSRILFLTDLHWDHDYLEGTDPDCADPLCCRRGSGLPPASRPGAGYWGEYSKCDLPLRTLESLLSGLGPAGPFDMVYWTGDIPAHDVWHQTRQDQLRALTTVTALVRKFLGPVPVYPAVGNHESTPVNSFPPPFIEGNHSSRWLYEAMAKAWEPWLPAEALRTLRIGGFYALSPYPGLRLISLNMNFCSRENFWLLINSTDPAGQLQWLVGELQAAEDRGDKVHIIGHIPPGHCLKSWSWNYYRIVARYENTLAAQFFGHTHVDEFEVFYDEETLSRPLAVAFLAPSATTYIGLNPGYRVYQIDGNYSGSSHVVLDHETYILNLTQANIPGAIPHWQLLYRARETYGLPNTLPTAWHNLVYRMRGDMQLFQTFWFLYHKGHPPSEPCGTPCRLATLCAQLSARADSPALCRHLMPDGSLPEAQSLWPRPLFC
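Human placenta-derived ASM enzyme was preincubated with compound for 10 minutes at room temperature, then given fluorogenic substrate HMU-PC0 (9 uM final) for 60 minutes at 37 °C; a pH 10 stop preceded fluorescence reading at Ex 386/Em 447 nm.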
The depositor's hits bear a star; i = inactive; ? = inconclusive; nt = not tested or not shown; [ ] = remark or other dose. Unless noted, calls follow the shape of the dose curve; as a rule, active = well fitted curve in the direction sought with a large enough effect; inconclusive = small, poorly fitted or top-dose-only effect, or another doubt; inactive = no such curve, though single readings can be large; an effect the other way counts as inactive or inconclusive. The order is random; any-hit rate near 2%.

SMILES	MBNL1 CUG block	KCNH2 3.1 block	AT treatment	Integrin act MD	MLL CXXC-DNA inh	GALK inhibitor	TRPV1 agonist	KCNH2 WT inh	FBPA coupling cs	ASM inhibitor
O=C(NNC(=O)C1CCN(S(=O)(=O)c2ccc(Cl)cc2)CC1)c1ccc(S(=O)(=O)N2CCCCC2)cc1	6%	19	1%	-27%	6%	nt	-5	-3	5	5%
OCC(O)C1OC(c2ccccc2)OC(CO)C1O (configuration not stated)	nt	3	nt	21%	nt	nt	nt	8	nt	-1%
CCCCOc1cccc(C(=O)Nc2ccc(S(=O)(=O)Nc3cc(C)on3)cc2)c1	6%	-5	-3%	-4%	4%	0%	2	5	-5	1%
CCOC(=O)N1CCN(c2ncc(C(F)(F)F)cc2Cl)CC1	1%	4	3%	?	0%	7%	?	3	3	7%
CC1CC(C)CN(CC(O)COCc2ccccc2F)C1 (configuration not stated)	6%	5	3%	3%	13%	nt	0	8	-4	0%
Fc1ccc(CN2CCN(C(c3ccccc3)c3ccccc3)CC2)cc1	-2%	-15	?	-7%	-1%	0%	3	1	-3	12%
Cc1cccc(N2CCN(C(=O)COc3cc4oc(=O)cc(C)c4cc3Cl)CC2)c1C	1%	-3	-8%	-2%	3%	-1%	0	-5	0	-9%
O=C(OCCN=C1NS(=O)(=O)c2ccccc21)c1ccco1	-3%	9	-2%	0%	18%	2%	-1	-9	3	3%
N#Cc1ccc(OCC(=O)NCCc2ccc(S(N)(=O)=O)cc2)cc1	-6%	0	5%	28%	3%	3%	-1	2	3	-3%
CCC(C)NC(=O)C1CCC(=O)N1CCc1ccccc1 (configuration not stated)	3%	2	-13%	35%	4%	-2%	-2	-8	-1	3%
Cc1nnc(SCC(=O)N2CCCC(C(=O)c3ccc(Cl)cc3)C2)o1 (configuration not stated)	-6%	-1	-6%	-1%	7%	-3%	1	3	0	-1%
O=C(COC(=O)CCNS(=O)(=O)c1ccccc1F)Nc1nnc(-c2ccccc2)o1	nt	2	1%	-2%	nt	nt	-1	5	nt	1%

The final 3 compounds of the section before are carried over, then new ones follow.
SMILES	MBNL1 CUG block	KCNH2 3.1 block	AT treatment	Integrin act MD	MLL CXXC-DNA inh	GALK inhibitor	TRPV1 agonist	KCNH2 WT inh	FBPA coupling cs	ASM inhibitor
CCC(C)NC(=O)C1CCC(=O)N1CCc1ccccc1 (configuration not stated)	3%	2	-13%	35%	4%	-2%	-2	-8	-1	3%
Cc1nnc(SCC(=O)N2CCCC(C(=O)c3ccc(Cl)cc3)C2)o1 (configuration not stated)	-6%	-1	-6%	-1%	7%	-3%	1	3	0	-1%
O=C(COC(=O)CCNS(=O)(=O)c1ccccc1F)Nc1nnc(-c2ccccc2)o1	nt	2	1%	-2%	nt	nt	-1	5	nt	1%
CN1CCc2nc(SCC(=O)Nc3cccc(F)c3)c(C#N)c(-c3cccs3)c2C1	?	-18	-4%	18%	-4%	0%	1	15	-10	2%
CCOC1CS(=O)(=O)CC1OCC (configuration not stated)	2%	8	0%	5%	0%	-2%	0	-2	2	6%
COC(=O)c1ccc(C)c(NC(=O)Cn2cnc3ccccc3c2=O)c1	5%	13	9%	-15%	2%	0%	-6	-15	2	1%
CC(C)(C)c1cc(-n2ccnc2)n2ncc(-c3ccc(Cl)cc3)c2n1	nt	nt	nt	7%	2%	1%	19	-15	2	1%
CC(C(=O)Nc1nccs1)N1C(=O)c2ccccc2S1(=O)=O (configuration not stated)	nt	18	2%	16%	nt	nt	-8	9	nt	3%
O=S(=O)(c1ccc2oc3ccccc3c2c1)N1CCOCC1	?	-4	3%	0%	-2%	1%	2	-10	1	-4%
CCC1(C)Cc2c(sc3nnn(CC(=O)Nc4ccccc4)c(=O)c23)CO1 (configuration not stated)	?	1	-3%	10%	-21%	-1%	23	-6	-2	-2%
NS(=O)(=O)c1ccc(NC(=O)C2CCCN(S(=O)(=O)c3ccc(F)cc3)C2)cc1 (configuration not stated)	-7%	0	3%	0%	-7%	-1%	-3	-11	0	2%
Cc1cccc(C)c1NC(=S)N(CCCN1CCCCC1)Cc1ccco1	-5%	3	2%	-31%	5%	0%	-2	17	2	6%
COc1ccc(C(C)=O)cc1COC(=O)CSC(C)C(=O)Nc1cc(C)on1 (configuration not stated)	nt	-4	-3%	12%	nt	nt	0	-39	nt	6%
CCCCn1c(SCC(=O)NCc2cccs2)nc2c1c(=O)n(C)c(=O)n2C	-5%	-5	2%	-11%	-10%	1%	-1	-13	1	2%
Cc1ccc(C(=O)CSc2nc3ccccc3c(=O)n2N)o1	?	-27	7%	-9%	-3%	4%	-1	1	-8	2%
CC(C)N1CC(C(=O)Nc2ccc(Br)c(Cl)c2)CC1=O (configuration not stated)	0%	-6	8%	10%	8%	0%	4	-3	0	-3%
O=C(CSc1nnnn1Cc1ccccc1)Nc1ccc2c(c1)OCO2	-7%	15	-9%	17%	-5%	-2%	-2	-6	3	2%
CC(C)c1cc(C(=O)N/N=C/c2cccnc2)n[nH]1	12%	10	6%	-10%	-6%	1%	-3	-3	-3	-1%
CCCn1nc(C(=O)NNC(=O)c2ccc(OC(F)F)cc2)c2ccccc2c1=O	nt	3	1%	1%	nt	nt	nt	10	nt	-4%
CN1CCN(c2nc3c(c(=O)n(C)c(=O)n3C)n2Cc2cccc(Br)c2)CC1	-6%	-9	4%	12%	-4%	-2%	4	43	2	1%
Cn1c(C(=O)NCc2ccccn2)cc2c(=O)n3ccccc3nc21	-3%	-6	3%	-21%	0%	0%	-1	-9	0	i
CCOc1c(C(N)=O)c(-c2ccccc2)c2c(=O)[nH]c3ccccc3n12	4%	-3	16%	24%	1%	1%	2	-1	0	30%[activator]
CCOc1ccc(OCCSc2nc(N)cc(=O)[nH]2)cc1	-6%	12	5%	?	2%	2%	-8	nt	-3	-1%
CC1CCN(c2nncc3ccccc23)CC1	-7%	-7	-12%	-51%[inhibitor]	41%[activator]	-1%	0	-8	0	-3%
CCOC(=O)c1nnn(-c2nc(OC)nc(N3CCCC3)n2)c1-c1ccccc1	-2%	-11	6%	8%	2%	0%	0	-9	0	-4%
Cc1c(C(=O)NCc2cccnc2)oc2ccc(S(=O)(=O)N3CCCCC3)cc12	3%	-1	1%	-27%	?	-1%	14	9	3	-2%
O=C(Cc1nn[nH]n1)Nc1ccc(F)cc1F	3%	1	7%	5%	6%	1%	-1	-6	1	12%
Cc1[nH]c2ccccc2c1C(c1ccncc1)N1CCCCC1 (configuration not stated)	0%	0	6%	9%	-7%	7%	2	-19	3	4%
COc1ccc2oc(C(=O)Nc3ccccn3)c(C)c2c1	0%	-14	-7%	1%	34%[activator]	7%	?	8	2	-10%
CC(C)C[C@H](NC(=O)c1nc[nH]c1C(=O)N1CCC(C)CC1)C(=O)OCc1ccccc1	-6%	1	3%	9%	-12%	2%	16	-9	2	-1%
O=C(C1CCCN(S(=O)(=O)c2cnc[nH]2)C1)N1CCN(c2ccc(Cl)cc2)CC1 (configuration not stated)	-3%	6	-4%	3%	-4%	-3%	0	-12	0	-11%
COc1ccc(NCCNc2ccc(OC)cc2)cc1	-2%	6	5%	-36%[inhibitor]	-3%	-3%	nt	4	-35*	2%
CC1=NCCN1S(=O)(=O)c1cc(Cl)ccc1Cl	-1%	0	-8%	6%	5%	4%	2	-1	3	0%
CCCNC(=O)c1c(N)n(-c2cccc(OC)c2)c2nc3ccccc3nc12	1%	-5	31%	-43%	1%	-2%	28	4	-6	nt
CC1SCC(=O)N(CC(=O)NC2CCCCC2)C1=O (configuration not stated)	-10%	-1	2%	9%	3%	7%	0	-13	0	3%
CC(Oc1ccc(Cl)cc1Cl)c1nc(-c2ccc(NC(=O)c3ccco3)cc2)no1 (configuration not stated)	-8%	-2	nt	-8%	0%	0%	9	-5	0	?
COc1ccc(C2C3=C(CCCC3=O)Nc3n[nH]c(C)c32)cc1OC (configuration not stated)	16%	11	11%	33%	-1%	0%	1	9	0	23%
c1ccc(NC2=NCCN2CCCC2CCCCC2)cc1	nt	?	-3%	-46%[inhibitor]	nt	nt	5	-6	nt	-2%
COc1ccc(-c2cc(C(=O)Nc3c(C)n(C)n(-c4ccccc4)c3=O)c3ccccc3n2)cc1OC	?	0	-5%	-36%	0%	0%	-3	0	1	7%
O=C(CCN1CCCCO1)N1CCCC(Nc2cccc(F)c2)C1 (configuration not stated)	4%	-2	13%	3%	9%	-3%	?	9	nt	1%
CCOc1ccc(C2C(C(=O)c3cccs3)=C(O)C(=O)N2CCCn2ccnc2)cc1 (configuration not stated)	3%	0	-3%	8%	-16%	5%	1	-4	3	1%
